PAD4 FP inh = inhibitors of human PAD4. Q9UM07. recombinant PAD4, RCA probe fluorescence polarization. inhibition, % at 6.36 µM. 330,000 compounds, 0.41% hits;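 active = percent inhibition above a cutoff equal to the mean of all tested compounds plus 3 SD, cut at about 15% in these data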;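 also: 0% = PAD4 with RCA probe and DMSO and 100% = probe without PAD4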
Target sequence (Q9UM07 whole entry, looked up): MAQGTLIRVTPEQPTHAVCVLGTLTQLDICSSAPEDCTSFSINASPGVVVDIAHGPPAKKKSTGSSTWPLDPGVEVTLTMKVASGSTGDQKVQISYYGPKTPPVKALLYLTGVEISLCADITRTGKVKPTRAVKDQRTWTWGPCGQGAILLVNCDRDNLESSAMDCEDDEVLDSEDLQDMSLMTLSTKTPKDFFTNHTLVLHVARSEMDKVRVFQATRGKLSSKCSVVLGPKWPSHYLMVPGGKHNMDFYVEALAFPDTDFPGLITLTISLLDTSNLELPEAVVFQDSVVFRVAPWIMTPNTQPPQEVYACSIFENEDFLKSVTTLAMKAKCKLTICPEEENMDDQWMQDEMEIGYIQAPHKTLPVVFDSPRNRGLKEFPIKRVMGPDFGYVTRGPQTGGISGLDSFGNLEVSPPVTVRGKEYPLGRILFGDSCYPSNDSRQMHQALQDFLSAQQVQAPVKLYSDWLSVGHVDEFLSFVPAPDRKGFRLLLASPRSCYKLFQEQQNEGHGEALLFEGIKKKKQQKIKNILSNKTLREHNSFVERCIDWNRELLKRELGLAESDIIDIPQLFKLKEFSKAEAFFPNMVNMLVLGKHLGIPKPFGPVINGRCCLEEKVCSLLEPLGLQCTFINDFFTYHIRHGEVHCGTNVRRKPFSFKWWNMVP
GSTO1 counter = blocks human GSTO1 in RBBP9 counter-screen | P78417 | recombinant GSTO1, activity-based probe fluorescence polarization | inhibition, % at 5.96 µM | 300,000 compounds, 1.1% hits | AID 1974;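 active = inhibition above the campaign mean inhibition plus 3 SD, cut at about 35% in these data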;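 also: 0% = GSTO1-1 with DMSO and 100% = wells lacking GSTO1-1 enzyme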
PAFAH1B3 FP inh = blocks human PAF acetylhydrolase 1B catalytic subunit 3; Q15102; recombinant PAFAH1B3, FP-rhodamine probe, fluorescence polarization; inhibition, % at 3.39 µM; 340,000 compounds, 0.28% hits; AID 492972;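 active = inhibition above the screen-wide average of all tested compounds plus 3 SD, cut at about 25% in these data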;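 also: 0% = enzyme with DMSO only and 100% = wells lacking PAFAH1B3 protein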
pPAFAH FP inh = inhibitors of human plasma PAF acetylhydrolase (pPAFAH); Q13093; recombinant pPAFAH, FP-rhodamine probe fluorescence polarization; inhibition, % at 3.39 µM; 330,000 compounds, 1.5% hits; AID 463082;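 active = inhibition above the mean inhibition across the screen plus 3 SD, cut at about 25% in these data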;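 also: inhibitors block binding of the rhodamine activity-based probe so polarization drops; 0% = enzyme with DMSO and 100% = wells lacking pPAFAH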
Fam108B counter = blocks mouse Fam108B hydrolase in RBBP9 counter-screen; AID 1947; recombinant Fam108B, FP-Rh probe fluorescence polarization; inhibition, % at 9.51 µM; 300,000 compounds, 0.33% hits;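 active = inhibition above the screen mean inhibition plus 3 SD, computed separately per campaign, cut at about 18% in these data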;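 also: inhibitors lower polarization as less probe binds the enzyme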
PAFAH1B2 inh = PAFAH1B2 (human) inhibition; recombinant PAFAH1B2, FP-rhodamine activity probe, fluorescence polarization; P68402; inhibition, % at 3.39 µM; 340,000 compounds, 1.2% hits;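 active = inhibition above the mean of all tested compounds plus 3 SD, cut at about 24% in these data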;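 also: 0% = enzyme with DMSO and 100% = wells lacking PAFAH1B2; many of its hits are not listed in these tables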
LYPLA1 counter = counter-screen for PME1 inhibitors: inhibitors of human LYPLA1; recombinant LYPLA1, FP-Rh probe fluorescence polarization; inhibition, % at 5.9 µM; 320,000 compounds, 0.16% hits;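 active = inhibition above the mean of all tested compounds plus 3 SD, set per campaign, cut at about 14% in these data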;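 also: inhibitors block serine hydrolase probe labeling of LYPLA1 so polarization falls; 0% = enzyme with DMSO and 100% = wells lacking LYPLA1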
PAFAH2 FP inh = PAFAH2 (human) inhibition. inhibition, % at 3.39 µM. recombinant PAFAH2, FP-rhodamine activity probe, fluorescence polarization. 340,000 compounds, 0.99% hits. Q99487;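 active = inhibition above the mean over all tested compounds plus 3 SD, cut at about 30% in these data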;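 also: inhibitors block probe labeling of enzyme so polarization drops; 0% = enzyme with DMSO and 100% = wells lacking PAFAH2 protein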
PME-1 inh = PME-1 (human) inhibition; Q9Y570; recombinant PME-1, FP-Rh probe fluorescence polarization; inhibition, % at 5.9 µM; 320,000 compounds, 0.53% hits;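 active = inhibition above the campaign mean of all compounds plus 3 SD, cut at about 26% in these data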;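 also: competitive labeling of PME-1 active site by serine hydrolase directed probe; 0% = PME-1 with DMSO and 100% = wells lacking PME-1 enzyme; inhibitors block probe labeling so polarization falls and inhibition rises; many of its hits are not listed in these tables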
Target sequence (Q9Y570 whole entry, looked up): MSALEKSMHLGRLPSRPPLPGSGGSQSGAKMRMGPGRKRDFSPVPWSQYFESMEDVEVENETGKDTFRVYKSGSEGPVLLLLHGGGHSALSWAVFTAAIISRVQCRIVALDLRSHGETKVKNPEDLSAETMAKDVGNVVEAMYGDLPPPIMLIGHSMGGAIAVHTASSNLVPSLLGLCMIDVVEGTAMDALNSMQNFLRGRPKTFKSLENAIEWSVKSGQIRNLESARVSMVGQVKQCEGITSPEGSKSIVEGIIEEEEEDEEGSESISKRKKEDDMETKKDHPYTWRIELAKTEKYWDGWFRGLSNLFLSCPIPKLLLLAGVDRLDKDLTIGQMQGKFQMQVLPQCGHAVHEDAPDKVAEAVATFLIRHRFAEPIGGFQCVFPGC
Starred values were filed as active, the others as inactive; x = no result given. Some of the compounds tested. The share of hits here may be higher or lower than overall.

SMILES	PAD4 FP inh	GSTO1 counter	PAFAH1B3 FP inh	pPAFAH FP inh	Fam108B counter	PAFAH1B2 inh	LYPLA1 counter	PAFAH2 FP inh	PME-1 inh
Cn1c(CCn2ccccc2=O)nc2cc(NC(=O)COc3ccccc3)ccc21	0	2	8	8	0	9	-1	11	0
CCCC(=O)NC(=S)Nc1ccc(N2CCOCC2)c(Cl)c1	0	11	-10	6	1	1	2	-1	0
CCOc1ccc2nc(CN3CCN(Cc4ccccc4OCC)C(CCO)C3)ccc2c1 (centres undefined)	-2	2	5	6	-4	-4	-1	3	-3
COc1cc(O)c2c(c1)COC2=O	-2	2	-5	3	2	3	-2	3	0
O=C(Nc1ccc(N2CCOCC2)cc1N1CCOCC1)c1cccs1	0	-1	4	4	4	1	0	-2	-4
COCCCNC(=S)NNC(=O)c1cc(-c2ccncc2)nc2ccccc12	-2	0	5	14	-2	2	3	0	4
Cc1ccc(-n2nc(C)c3c2OC(N)=C(C#N)C3c2ccco2)cc1 (centres undefined)	-12	36*	1	6	-3	-1	-1	8	-7
O=C(Cc1ccccc1[N+](=O)[O-])OCc1cccc([N+](=O)[O-])c1	-2	4	x	4	7	x	-2	x	3
O=C(COC(=O)CN1C(=O)C2CCCCC2C1=O)Nc1ccc(S(=O)(=O)N2CCOCC2)cc1 (centres undefined)	0	1	1	-2	1	6	-2	-3	0
CCOc1ccc(CCNC(=O)c2oc3c(c2C)-c2[nH]ncc2CC3)cc1OCC	2	2	0	2	4	3	0	-2	-6
Nc1ccc(N=Nc2ccc(N)cc2)cc1	-4	5	10	3	-5	8	0	-2	3
O=C(Nc1ccc2c(c1)oc1ccccc12)c1ccc(Br)o1	-3	-6	-5	-3	-11	-1	-8	-7	-25
O=C(CSc1nnc(Nc2ccccc2F)s1)NC1CCCC1	1	x	9	0	x	7	-6	5	-4
CC(=O)c1ccc(NC(=O)C(C)Sc2ccccn2)cc1 (centres undefined)	-2	0	4	2	2	1	1	-2	-3
COc1cccc(NC(=O)CSc2nc3c([nH]c4ccccc43)c(=O)n2C)c1	-3	11	-2	-6	-1	0	0	-11	-3
COC(=O)c1ccc(/C=C/c2c(-c3ccc(OC)cc3)oc3ccc(N4CCOCC4)cc23)cc1	-4	-5	14	3	7	10	0	1	14
CCN1C(=O)NC(c2ccccc2)(c2ccccc2)C1=O	1	-2	-2	-6	3	5	-3	-2	-3
CCN(CC(=O)Nc1cccc(C#N)c1)CC(=O)Nc1cccc(OC)c1	-2	2	11	2	1	2	4	3	0
Cc1ccc(C2=NN(CCC(=O)NC3CCCC3)C(=O)CC2)cc1	-1	-3	9	2	3	6	-2	7	-2
COc1ccc(C(=O)NC(C)CCc2ccccc2)c(OC)c1 (centres undefined)	8	12	10	3	4	-5	0	-6	0
Cc1cc(C)c(S(=O)(=O)NCCCn2ccnc2)c(C)c1	-3	-1	7	5	2	7	-2	-4	-1
Cc1cc(N(C)Cc2ccccc2)nc2cc(O)ccc12	-8	-3	1	-1	-4	3	-4	-2	3
COC(=O)c1ccc(OC)c(Cn2c(=O)n(C)c(=O)c3ccccc32)c1	1	2	0	1	-1	5	3	-3	-5
COC(=O)C1=C(C)NC(=O)/C1=C\c1cc(C)n(-c2cc(C)cc(C)c2)c1C	1	14	4	15	12	2	-6	6	10
CC1(C)CC(=O)C(C=NCCN2CCN(CCc3ccccc3)CC2)=C(O)C1	1	0	-6	3	-2	6	3	-3	3
CCOC(=O)Cn1nnnc1C	-1	-9	0	3	3	2	-2	-2	2
COCCCN1CN=C(Nc2nc3ccccc3o2)NC1	5	4	-1	3	2	0	1	0	-4
Cn1c2ccccc2c2cnn(CC(=O)Nc3cccc(F)c3)c(=O)c21	-1	-4	-12	-6	-26	-3	-14	-18	-28
Cc1ccc(O)c(-c2cc(C(=O)NCc3ccc4c(c3)OCO4)[nH]n2)c1	1	-4	4	-1	0	6	-10	-2	0
Cc1cccc(C)c1OC(=O)CN1C(=O)c2ccccc2C1=O	6	6	7	-2	2	0	-3	-4	4
Cc1ccc(CNC(=O)c2ccc(S(=O)(=O)N(C)C)cc2)n1C	-1	1	8	6	2	3	-3	-1	2
CCn1nc(C)c(CNC(=O)c2cc(COc3ccccc3SC)on2)c1C	0	-1	7	0	4	7	2	2	2
CN(CC1CCN(CCc2cccc(C(F)(F)F)c2)CC1)C(=O)c1ccccc1	1	11	0	4	0	2	-4	2	-1
CN(c1ccccc1)c1ccc(/C=C(\C#N)c2nnc3n2CCCCC3)cc1[N+](=O)[O-]	7	-3	6	6	-3	3	2	2	2
CC(C)Cc1ccc(S(=O)(=O)N2CCN(c3ccccn3)CC2)cc1	-2	0	-3	3	4	3	1	7	1
Cc1cccc(N(CC(=O)NCCc2ccccc2)C(=O)CCC(=O)Nc2ccccn2)c1C	-1	0	-4	7	-3	1	3	3	0
Cc1ccc(NC(=O)c2ccccc2OCC(=O)Nc2cccc(Cl)c2C)nc1	2	-3	x	10	-7	x	1	x	-7
CCOC(=O)N1CCN(Cc2nc3c(c(=O)n(C)c(=O)n3C)n2Cc2ccccc2)CC1	0	6	6	-3	-3	-3	-2	-6	3
OC(COC(c1ccc(F)cc1)c1ccc(F)cc1)CN1CCCC1 (centres undefined)	-3	5	-5	-5	5	1	0	5	-2
CN(CC(=O)Nc1cccc(F)c1)C(=O)CCC1CCCCC1	-3	9	-2	-1	-1	1	1	-7	1
O=C(CSc1ccsc1[N+](=O)[O-])N1CCCCCC1	0	18	-3	4	2	-3	3	2	3
COC(=O)[C@@H](N)CS	-1	9	4	3	-2	-1	-3	6	-2
O=C(NCCN1CCOCC1)c1c(O)nc2ccccn2c1=O	4	-4	10	6	-1	-3	2	-1	-4
O=C(Nc1ccccc1)N1CCCN(Cc2ccccc2F)C1	1	0	1	-2	0	0	-1	0	0
COCCN(C(=O)COC(=O)c1ccc(C)s1)c1c(N)n(Cc2ccccc2)c(=O)[nH]c1=O	-4	-8	3	3	-6	-1	1	-4	-1
O=C(Nc1ccccc1F)C1CCN(C(=O)NC2CCCCC2)CC1	-1	5	0	3	3	-1	2	0	1
Cc1c(C(=O)N2CCC(N3CCSCC3)CC2)oc2c(F)cccc12	2	2	11	3	3	0	-1	-3	2
CC1CCCN(C(=O)c2ccc3c(c2)OCCO3)C1 (centres undefined)	5	x	5	5	x	4	-1	5	-1
COc1ccc2ccc(O)c(CN(C)CC(=O)Nc3ccccc3C(F)(F)F)c2c1	-1	2	-3	1	2	-1	2	-1	1
CCCNC(=O)C12CCC(C)(c3nc4cc(C)c(C)cc4nc31)C2(C)C (centres undefined)	0	7	-2	1	0	-7	1	6	0
COc1cc(C)c(C(=O)Oc2cc(C)c(C(=O)O)c(O)c2C)c(O)c1C(=O)O	-1	5	10	4	2	5	-6	3	-4
COc1ccc(CCNS(=O)(=O)c2cccc([N+](=O)[O-])c2)cc1OC	-6	7	10	5	-3	-8	1	-2	-2
COCCN(Cc1ccccc1)C(=O)c1ccc2c(c1)NC(=O)CS2	-1	x	13	0	x	0	3	10	0
CCC1CCCCN1CCCNC(=O)Cn1ncc2c([nH]c3ccc(C)cc32)c1=O (centres undefined)	1	6	3	7	-2	0	4	-3	-6
Cc1ccc2c(c1)-c1c(ssc1=S)C(C)(C)N2C(=O)c1ccco1	4	9	7	0	2	7	-1	1	-13
O=C(NN1CCOCC1)c1cccc(Br)c1	1	1	x	-4	-5	x	-5	x	2
COc1ccc(Cn2c(O)c(C=Nc3ccc(C)cc3)c3ccccc3c2=O)cc1	4	0	5	-12	4	-2	-1	-6	-5
CCCN(CC(=O)Nc1ccccc1C)C(=O)CCCOc1ccc(Br)cc1	-3	x	10	12	x	20	-1	-2	3
CCc1ccc2c(c1)cc(CN(C(=S)Nc1ccc(Cl)cc1)C1CC1)c1nnnn12	-2	4	5	5	-5	0	1	-8	4
Cc1ccc(-c2c(C#N)c(N)nc3c2CCCCCC3)o1	-1	-1	13	-1	-4	-4	0	4	-3
Following part:
SMILES	PAD4 FP inh	GSTO1 counter	PAFAH1B3 FP inh	pPAFAH FP inh	Fam108B counter	PAFAH1B2 inh	LYPLA1 counter	PAFAH2 FP inh	PME-1 inh
CCCCOc1c(Br)cc(/C=C2\N=C(C)OC2=O)cc1OCC	-2	-4	4	15	0	2	-1	3	-12
CCN(CC)C(=O)c1[nH]cnc1C(=O)N[C@@H](Cc1ccccc1)C(=O)OC(C)(C)C	0	-1	-8	2	-2	1	-3	6	7
O=C(CCSc1nc2cc(Cl)ccc2o1)N1CCOCC1	3	-2	-1	5	3	-4	2	-1	-1
Cc1nn2c(-c3ccc(S(=O)(=O)N4CCN(C)CC4)o3)nnc2c2ccccc12	-2	-6	11	-1	6	8	1	11	2
COc1ccc2nc3oc(C(=O)N4CCN(c5cccc(C(F)(F)F)c5)CC4)cc3cc2c1	5	3	1	3	-3	1	-3	5	-6
CCOc1ccc(N2C(=O)/C(=C/c3ccc(C)o3)N(C)C2=S)cc1	-7	3	8	4	1	-2	-4	2	2
COc1cccc(CN(Cc2ccccc2F)S(=O)(=O)c2ccc(S(=O)(=O)NCc3ccccc3)cc2)c1	-4	3	1	17	9	1	-8	3	20
O=C(CCCN1C(=O)C2CCCCN2C1=O)N1CCN(c2ccc([N+](=O)[O-])cc2)CC1 (centres undefined)	-2	1	4	1	-5	-7	-3	1	-2
O=c1n(Cc2ccc(Cl)cc2)c2sc3c(c2c2ncnn12)CCCC3	2	-15	3	2	-4	3	-6	2	0
CCC(c1nnnn1Cc1ccc(F)cc1)N1CCN(C2CCCCC2)CC1 (centres undefined)	-8	3	-6	-7	-3	1	2	-5	-8
N#CCSc1nc2ccccc2c(=O)n1CCCC(=O)NCC1CCCO1 (centres undefined)	-1	5	10	-1	4	0	0	1	0
CCOC(=O)c1c(-c2ccc(OCC)cc2)csc1NC(=O)CCN1C(=O)c2ccccc2C1=O	0	5	x	-2	-14	x	-6	x	-1
Cc1ccc(S(=O)(=O)N2CCN(C(=O)CCCOc3cccc(C)c3)CC2)cc1	2	x	5	2	x	13	3	-2	2
NS(=O)(=O)c1ccc(NC(=O)COC(=O)CCC2CCCC2)cc1	6	9	0	-3	-2	4	-1	5	3
Cc1ccc(C)n1-n1cnc2scc(-c3cccs3)c2c1=O	-3	-4	4	8	-3	3	-3	-1	-1
CCCn1c2ccc(F)cc2c2nnc(SCCN3CCCCC3)nc21	-9	-2	3	5	3	3	1	-6	-6
Cc1cc(C)c2nc3c(c(C(=O)O)c2c1)CCC3	0	14	7	7	1	3	0	-3	-2
Cc1cccc(-n2c(C)nc3ccsc3c2=O)c1	-2	3	-4	0	5	-2	0	1	-4
CC1CN(S(=O)(=O)c2cccc(C(=O)Nc3cc(Cl)ccc3N3CCOCC3)c2)CC(C)O1 (centres undefined)	-7	x	2	4	x	11	-4	-3	4
Cc1cc(C(=O)CN2CCCCC2)c(C)n1-c1ccc(F)cc1	3	3	6	8	4	7	-3	0	1
O=C(c1cccc(S(=O)(=O)N2CCOCC2)c1)N1CCOCC1	4	0	-3	-2	-3	0	1	-2	2
O=C(Nc1ccccc1N1CCN(c2ccc(F)cc2)CC1)c1ccccc1	3	1	12	-3	-4	2	-5	-5	3

Bioassay records deposited in PubChem by The Scripps Research Institute Molecular Screening Center.
